Screens deposited in PubChem BioAssay by Johns Hopkins Ion Channel Center.
RGS4 inh: inhibitors of human RGS4 | HEK293 M3R/RGS4 inducible, Fluo-4 calcium flux; stronger effect = higher value; triggered by carbachol at its EC20 | B-score at 10 µM | 310,000 tested, 0.45% active;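 active means B-score, a plate-corrected calcium signal, over three deviations above library mean, with baseline fluorescence within five deviations of library mean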;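 further: RGS4 expression induced by doxycycline in cells with stable M3 receptor; B-score is computed from the integrated fluorescence ratio over baseline after carbachol; higher B-score means a larger calcium signal and so more RGS4 inhibition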
MrgX1 agonist: agonists of human MrgX1 receptor; Q96LB2; MrgX1-HEK293 cells, Fluo-4 calcium fluorescence, agonist mode; stronger effect = higher value; B-score at 10 µM; 310,000 tested, 0.44% active;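 active means calcium response B-score plate-corrected fluorescence ratio at least 3 library SD, with starting fluorescence B-score inside 5 SD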
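System – MrgX1-expressing HEK293 cells · Incubation – cells plated overnight, dye loaded 0.5 h 37 °C, 0.5 h room temperature · Technique – kinetic Fluo-4 NW fluorescence of intracellular calcium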
MrgX1 PAM: human MrgX1 positive allosteric modulation, primary screen. MrgX1-HEK293, Fluo-4 calcium flux, FDSS; stronger effect = higher value. Q96LB2. B-score at 10 µM. 310,000 tested, 0.63% active;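 active means plate-corrected calcium response at least 3 library SD above typical, normal starting fluorescence, not activating the receptor alone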;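 further: compound read alongside a low EC10 to EC30 dose of BAM8-22 agonist; peak minus trough fluorescence over baseline measured at the second addition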
TRPC6 inh: blocks the mouse TRPC6 cation channel; Q61143; HEK293-TRPC6, membrane potential dye, ACh-evoked depolarization; stronger effect = lower value; B-score at 10 µM; 310,000 tested, 1.1% active;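 active means B-score under library mean minus 3 SD, initial fluorescence not abnormally high, positive integrated signal ratio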;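 further: B-score derived from integrated fluorescence ratio over the kinetic read; more negative B-score means stronger inhibition of depolarization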
TRPC4 block: blocks the mouse TRPC4 cation channel; HEK293 TRPC4beta/mu-opioid, DAMGO-evoked Fluo4 calcium flux; stronger effect = lower value; B-score at 10 µM; 300,000 tested, 0.39% active; AID 2247;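 active means B-score over 3 SD under the library average, no early fluorescence shift, positive overall ratio signal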
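Assay system: TRPC4beta/mu-opioid receptor HEK293 cell line; compound dosing: single concentration per test compound; detection: Fluo4 Ca2+ flux fluorescence; evaluation: per-well B score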
TMEM16A act: mouse TMEM16A channel activation, primary screen. Q8BHY3. HEK293 TMEM16A/YFP-H148Q/I152L, iodide quench fluorescence; stronger effect = lower value. B-score at 10 µM. 340,000 tested, 0.3% active;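 active means fluorescence-ratio B-score plate-corrected deviation score at least 3 library SD below zero, with starting fluorescence score within 5 deviations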;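 further: channel opened by trigger with iodide after compound preincubation; score built on the fluorescence ratio of max minus min over baseline; more negative score means more quench and so TMEM16A activation or potentiation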
Target sequence (Q8BHY3 whole entry, looked up): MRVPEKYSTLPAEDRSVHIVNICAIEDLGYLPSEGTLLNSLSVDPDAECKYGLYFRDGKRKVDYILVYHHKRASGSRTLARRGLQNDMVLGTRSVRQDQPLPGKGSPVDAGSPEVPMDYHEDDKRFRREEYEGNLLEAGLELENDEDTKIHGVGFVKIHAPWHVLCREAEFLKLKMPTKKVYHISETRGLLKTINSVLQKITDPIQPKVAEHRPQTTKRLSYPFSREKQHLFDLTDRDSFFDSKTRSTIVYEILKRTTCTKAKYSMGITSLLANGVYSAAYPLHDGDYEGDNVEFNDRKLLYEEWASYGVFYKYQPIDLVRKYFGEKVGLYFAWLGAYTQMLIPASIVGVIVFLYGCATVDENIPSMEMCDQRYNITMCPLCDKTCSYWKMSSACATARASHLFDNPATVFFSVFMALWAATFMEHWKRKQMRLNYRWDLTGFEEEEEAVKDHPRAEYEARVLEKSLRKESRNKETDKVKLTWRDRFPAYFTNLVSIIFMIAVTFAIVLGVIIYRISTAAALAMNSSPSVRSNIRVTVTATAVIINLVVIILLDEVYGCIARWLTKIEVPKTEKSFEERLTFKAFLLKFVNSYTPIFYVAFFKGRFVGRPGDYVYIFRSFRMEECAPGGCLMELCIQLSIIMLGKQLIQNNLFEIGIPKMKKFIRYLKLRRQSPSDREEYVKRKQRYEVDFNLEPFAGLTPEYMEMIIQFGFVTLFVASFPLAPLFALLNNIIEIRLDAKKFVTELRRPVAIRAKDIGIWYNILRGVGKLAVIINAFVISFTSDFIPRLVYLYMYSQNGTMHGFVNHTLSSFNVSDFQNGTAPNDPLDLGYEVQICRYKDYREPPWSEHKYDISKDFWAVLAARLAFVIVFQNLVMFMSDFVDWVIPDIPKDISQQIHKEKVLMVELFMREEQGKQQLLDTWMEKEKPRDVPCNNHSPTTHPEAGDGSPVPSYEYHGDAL
TMEM16A inh: inhibitors of mouse TMEM16A calcium-activated chloride channel; Q8BHY3; normalized B-score (activity score, 25-100; higher = stronger inhibition) at 10 µM; HEK293 TMEM16A/YFP iodide influx fluorescence, ionomycin; 310,000 tested, 1.2% active;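 active means ratio plate-corrected score three or more library SD toward inhibition, starting fluorescence score within five deviations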;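 further: score derived from kinetic fluorescence span divided by baseline fluorescence per well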
TRPC4 PAM: TRPC4 (mouse) allosteric potentiation. Q9QUQ5. HEK293 TRPC4beta/mu-opioid, DAMGO EC20, Fluo-4 Ca2+ flux; stronger effect = higher value. B-score at 10 µM. 310,000 tested, 0.42% active;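 active means B-score of calcium response area above 5 SD of library B-scores, with initial fluorescence ratio within 5 SD of library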;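 further: B-score of integrated fluorescence ratio over time as area under calcium response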
TRPC6 act: activators of mouse TRPC6 channel. Q61143. HEK293-TRPC6 membrane potential dye fluorescence; stronger effect = higher value. B-score at 10 µM. 310,000 tested, 0.13% active. AID 2550;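 active means B-score of the integrated fluorescence ratio above library mean plus 3 SD, and starting fluorescence ratio within library mean plus 5 SD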;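 further: higher score means more depolarization so channel activation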
MrgX1 antag: antagonists of human MrgX1 receptor; Q96LB2; MRGX1-HEK293 calcium flux, Fluo-4, BAM8-22 antagonism; stronger effect = lower value; B-score at 10 µM; 310,000 tested, 1.3% active; AID 588676;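 active means calcium-response B-score plate-corrected more than 3 library SD below zero, starting fluorescence within 5 deviations, no agonist response on first addition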;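 further: peak minus trough fluorescence over baseline after final BAM8-22 challenge near maximal dose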
TRPC4 agonist: activators of mouse TRPC4 channel. HEK293 TRPC4beta/mu-opioid, Fluo4 calcium fluorescence; stronger effect = higher value. B-score at 10 µM. 310,000 tested, 0.49% active. AID 2237;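 active means B-score above 5 SD of library B-scores, and initial fluorescence ratio not above library mean plus 5 SD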;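 further: positive B-score marks a calcium rise read as TRPC4 activation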
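Material: HEK293 stable line with TRPC4beta plus mu-opioid receptor; technique: Fluo4 calcium-sensitive dye fluorescence, kinetic, 1 Hz baseline; timing: Fluo4 dye loading 45 min at room temperature, 110 s recording; controls: assay buffer as low control, maximal DAMGO as high control; read-out: integrated baseline-normalised fluorescence ratio, converted to per-well B score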
Numbers without * were called inactive; i = inactive; nt = no result given.

canonical_smiles	RGS4 inh	MrgX1 agonist	MrgX1 PAM	TRPC6 inh	TRPC4 block	TMEM16A act	TMEM16A inh	TRPC4 PAM	TRPC6 act	MrgX1 antag	TRPC4 agonist
COc1ccc(C(=O)N2CCN(Cc3cc(OC)ccc3OC)CC2)cc1	i	i	i	i	i	i	i	i	i	i	i
O=C(O)/C(=C/c1cccnc1)NC(=O)c1ccccc1	i	i	i	i	i	i	i	i	i	i	i
CCOc1ccc2cc(C(=O)NCc3ccccc3)c(=N)oc2c1	i	i	i	i	i	nt	i	i	i	i	i
C#CCOCCOCCOCCNc1nc(N2CCN(C(=O)Cn3cc(CC(C)O)nn3)CC2)nc(N2CCN(C(=O)[C@H](CCCCN)n3cc(CCC(=O)O)nn3)CC2)n1 (some centres not stated)	i	i	i	i	i	i	i	i	i	i	i
O=C(N=C1c2ccccc2CN1c1ccc(F)c(F)c1)c1cccnc1	i	i	i	i	i	i	i	i	i	i	i
CCOC(=O)CN1CCC(c2cc(-c3ccc(Cl)cc3)n[nH]2)CC1	i	i	i	i	i	i	i	i	i	i	i
COc1ccc(OC)c(NC(=O)CSC2=NN3CCCC(=O)N=C3S2)c1	i	i	i	i	i	i	i	i	i	i	i
CC(Sc1nnc(-c2cccnc2)n1-c1ccccc1F)C(=O)N1CCCc2ccccc21 (configuration not stated)	i	i	i	i	i	nt	i	i	i	i	i
CCN1C(=O)[C@H]2[C@@H](c3ccc(C)cc3)N3C(=O)N(c4cccc(Br)c4)C(=O)[C@@]3(CC(C)C)[C@H]2C1=O	i	i	i	i	i	i	i	i	i	i	i
CCCCC(C(=O)NC1CCCC1)N(Cc1ccco1)C(=O)Cn1nnc(-c2ccc(F)cc2)n1 (configuration not stated)	i	i	i	i	i	i	i	i	i	i	i
CC(=O)NC12CC3CC(C1)CC(C(=O)Nc1nc4c(C)cccc4s1)(C3)C2	i	i	i	i	i	i	i	i	i	i	i
CCC(=O)N(Cc1cc(=O)[nH]c2ccccc12)c1cccc(C)c1	nt	i	i	nt	nt	i	i	nt	nt	i	nt
Cc1cc(C)nc(OC(=O)c2ccc(Cl)cc2Cl)n1	i	i	i	i	i	nt	i	i	i	i	i
CC(=O)C12CC(C)=C(C)CC1CC1C3CCC4=CC(=O)CCC4(C)C3CCC12C (configuration not stated)	i	i	i	i	i	i	i	11*	i	i	i
COc1ccc(-c2nnc3n2CCCCC3)cc1	i	i	i	i	i	i	i	i	i	i	i
Cc1cccc(C)c1OCc1cc(C(=O)NCc2ccc(Cl)s2)no1	i	i	i	i	i	i	i	i	i	i	i
COc1ccc(NC(=O)C(Sc2ccccc2)c2ccccc2)c(OC)c1 (configuration not stated)	i	i	i	i	i	i	i	i	i	i	i
CCOc1cc(C(=O)Nc2c(C)ccc3nsnc23)cc(OCC)c1OCC	i	i	i	i	i	i	i	i	i	i	i
O=C(Nc1ccccn1)C1COc2ccccc2O1 (configuration not stated)	i	i	i	i	i	i	i	i	i	i	i
COc1ccc2c(CC(=O)NCc3cccs3)coc2c1	i	i	i	i	i	i	i	i	i	i	i
C/C(Cn1nnc([N+](=O)[O-])n1)=N\NC(=O)c1ccccc1O	i	i	i	i	i	i	i	i	i	i	i
CCCC(=O)Nc1ccc(NC(=O)c2cc3ccccc3o2)c(OC)c1	i	i	i	i	i	i	i	i	i	i	i
COc1ccc(C/C(C)=N/NC(=S)Nc2ccc(C)c(C)c2)cc1	i	i	i	i	i	i	i	i	i	i	i
CNCc1ccccc1Sc1cc(O)ccc1O	nt	i	i	nt	nt	i	i	nt	nt	i	nt
COC(=O)c1sc(S(=O)(=O)N2CCCCC2C(=O)O)c(C(=O)OC)c1C (configuration not stated)	i	i	i	i	i	i	i	i	i	-5.43*	i
COc1ccc(CCC(=O)NCCCNC(=O)CCc2ccc(OC)cc2)cc1	i	i	i	i	i	i	i	i	i	i	i
O=[N+]([O-])c1cccc(/C=C/C=N/Nc2nc(N3CCCCC3)nc(N3CCCCC3)n2)c1	i	i	i	i	i	i	i	i	i	i	i
CC(C)CN(C(=O)CSc1nnnn1-c1ccccc1)c1c(N)n(CC(C)C)c(=O)[nH]c1=O	i	i	i	i	i	i	i	i	i	i	i
O=C(C1CCCC1)N(c1ccccc1)C1C=CS(=O)(=O)C1 (configuration not stated)	i	i	i	i	i	i	i	i	i	i	i
ClC(/C=N/n1cnnc1)=C/c1ccccc1	i	i	i	i	i	i	i	i	i	i	i
Cc1nn(-c2ccccc2)c2sc(C(=O)N3CCc4ccccc4C3)cc12	i	nt	nt	i	i	i	nt	i	i	nt	i
O=C(Nc1ccccc1)O/N=C1\CCCCC1c1ccc([N+](=O)[O-])cc1[N+](=O)[O-] (configuration not stated)	i	i	i	i	i	i	i	i	i	i	i
Cc1ccc(S(=O)(=O)N(C)CC(=O)NCc2ccncc2)cc1	i	i	i	i	i	i	i	i	i	i	i
O=c1cc(CSc2nnnn2-c2ccccc2)nc2scc(-c3ccccc3)n12	i	i	i	i	i	i	i	i	i	i	i
COc1ccc(C2CC(=O)N(CCCN(C)CCc3ccc(OC)c(OC)c3)C2)cc1 (configuration not stated)	i	i	i	i	i	i	i	13*	i	i	i
COc1ccc(-c2[nH]nc3c2C(c2ccoc2)C(C#N)=C(N)O3)cc1 (configuration not stated)	i	i	i	i	i	i	i	i	i	i	i
CCOC(=O)CSc1nc2ccc(S(=O)(=O)N3CCOCC3)cc2[nH]1	i	i	i	i	i	i	i	i	i	i	i
O=C(NCCCN1CCOCC1)c1cccnc1SCc1ccccc1Cl	i	i	i	i	i	i	i	i	i	i	i
Nc1ccc(-c2nc3cc(N)ccc3n2CCO)cc1	i	i	i	i	i	i	i	i	i	i	i
COC(=O)c1ccc(CNC(=O)c2ccc(NS(=O)(=O)c3ccc4[nH]c(=O)[nH]c4c3)cc2)cc1	i	i	i	i	i	i	i	i	i	i	i
COc1cc(C2C(C#N)=C(C)NC3=C2C(=O)CC(C)(C)C3)ccc1O (configuration not stated)	i	i	i	i	i	i	i	i	i	i	i
COc1ccccc1N/C=C/c1onc(C)c1[N+](=O)[O-]	i	i	i	i	i	i	i	i	i	-6.45*	i
COCCn1c(=O)[nH]c2cc(C(=O)N3CCN(c4ccccc4F)CC3)ccc2c1=O	i	i	i	i	i	i	i	i	i	i	i
Cc1nn(CC(=O)Nc2sc3c(c2C#N)CCC(C(C)(C)C)C3)c(C)c1[N+](=O)[O-] (configuration not stated)	i	i	i	i	i	i	i	i	i	i	i
CCN(CC)C(=O)C(=O)Nc1cc(C(F)(F)F)ccc1Cl	i	i	i	i	i	i	i	i	i	i	i
COc1cc(C(O)C(=O)O)ccc1O (configuration not stated)	nt	i	i	nt	nt	i	i	nt	nt	i	nt
CC(C)C(=O)NC(=S)Nc1nnn(C)n1	i	i	i	i	i	i	i	i	i	i	i
N#Cc1cc2cc3c(cc2nc1SCC(=O)OC1CCCCC1)OCO3	i	i	i	i	i	i	i	i	i	i	i
CCOc1ccc(Oc2ccccc2NC(=O)CSCC(=O)Nc2cc(C)on2)cc1	i	i	i	i	i	i	i	i	i	i	i
O=C(OCc1ccc(Cl)c(Cl)c1)c1ccccn1	i	i	i	i	i	i	i	i	i	i	i
Cc1ccsc1C(=O)OCC(=O)Nc1cccc(S(=O)(=O)N2CCOCC2)c1	i	i	i	i	i	i	i	i	i	i	i
CC1CN(c2nc3ccccc3nc2SCC(=O)Nc2ccc(F)cc2)CC(C)O1 (configuration not stated)	i	i	i	i	i	i	i	i	i	i	i
CC12CN(C(=O)c3ccc([N+](=O)[O-])cc3)CC(C)(CN(C(=O)c3ccc([N+](=O)[O-])cc3)C1)C2=O	i	i	i	i	i	nt	i	i	i	i	i
CC(=O)Nc1ccc(S(=O)(=O)N2CCC(c3nc4ccccc4[nH]3)CC2)cc1	i	i	i	i	i	i	i	i	i	i	i
CCCc1nc2oc3c(NCc4ccccn4)ncnc3c2c2c1COC(C)(C)C2	i	i	i	i	i	i	i	i	i	i	i
COC(=O)c1ccc(S(=O)(=O)N2CCC(c3nc4ccccc4o3)CC2)cc1	i	i	i	i	i	i	i	i	i	i	i
COc1ccccc1S(=O)(=O)Cc1ccc(C(=O)NC2CCCCCC2)o1	i	i	i	i	i	i	i	i	i	i	i
N#Cc1cnc(SCC(=O)N2CCCCC2)nc1N	i	i	i	i	i	i	i	i	i	i	i
Cc1ccc(-c2ccc(SCC(=O)Nc3ccc4c(c3)OCCO4)nn2)cc1	i	i	i	i	i	i	i	i	i	i	i
NS(=O)(=O)c1cccc(NC(=O)COC(=O)/C(=C/c2cccs2)c2cccs2)c1	i	i	i	i	i	i	i	i	i	i	i

New compounds follow
canonical_smiles	RGS4 inh	MrgX1 agonist	MrgX1 PAM	TRPC6 inh	TRPC4 block	TMEM16A act	TMEM16A inh	TRPC4 PAM	TRPC6 act	MrgX1 antag	TRPC4 agonist
O=[N+]([O-])c1ccc(F)cc1OCc1nc(-c2cccs2)no1	i	nt	nt	i	i	i	nt	i	i	nt	i
Cc1cc(Nc2ccc(F)cc2)nc(N)n1	i	i	i	i	i	i	i	i	i	i	i
CCCCC(CC)CNC(=O)CC1Nc2c3ccccc3nc(=S)n2C1=O (configuration not stated)	i	i	i	i	i	i	i	i	i	i	i
CCOc1ccc(CCNC(=O)c2ccc3ccccc3n2)cc1OCC	i	i	i	i	i	i	i	i	i	i	i
O=C(Nc1ccnn1C1CCN(Cc2cccc(OCCO)c2)CC1)C1CCOC1 (configuration not stated)	i	i	i	i	i	i	i	i	i	i	i
COc1cccc2c1cc1c(=O)n(CC(=O)NCc3ccccn3)nc(C)n12	i	i	i	i	i	i	i	i	i	i	i
O=C(NCCCC1CCCC1)C1CCC(=O)N(Cc2ccc(Cl)cc2)C1 (configuration not stated)	i	i	i	i	i	i	i	i	i	i	i

An unsorted share of the library. Share with any hit: about 5.8%.
